Pf growth 48h: P. falciparum growth inhibition at 48 hours (one generation); P. falciparum luciferase growth in erythrocytes, 48 h; Potency, µM (titrated, usually from 28.7 µM), inactives show at the top dose activity change, negative = inhibition, hits mostly inhibitors; hit rate 5.9% among 310,000; also: potency is read from the fitted curve at half-maximal effect; % is scaled to controls: 0 for no effect and ±100 for the full control effect
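Here the parasites carry a stable luciferase gene and grow inside erythrocytes in Albumax-based RPMI medium with compound for one erythrocytic cycle. Activity is scored as loss of luminescent signal.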
Pf growth 96h: inhibits malaria parasite growth, 96 h; P. falciparum luciferase reporter growth, 96 h; Potency, µM (titrated, usually from 28.7 µM), for the others: at the top dose activity change, negative = inhibition, hits mostly inhibitors; hit rate 6.9% among 320,000; AID 504834; also: potency is read from the fitted curve at half-maximal effect; % is scaled to controls: 0 for no effect and ±100 for the full control effect
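P. falciparum expressing integrated firefly luciferase, in erythrocytes at 2% hematocrit, 0.05% parasitemia, incubated with compounds 96 h at 37 C, 5% CO2. Growth inhibition read as loss of luminescence; two-generation exposure targets delayed-death apicoplast inhibitors.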
LmPK inhibitor: blocks Leishmania mexicana pyruvate kinase activity; purified LmPK, Kinase-Glo ATP luminescence, 1 h; Q27686; Potency, µM (highest dose often 57.5 µM), inactives show at the top dose activity change, negative = inhibition, usual class: inhibitors; hit rate 0.37% among 290,000; also: potency is read from the fitted curve at half-maximal effect; % is scaled to controls: 0 for no effect and ±100 for the full control effect
Target sequence (Q27686 whole entry, looked up): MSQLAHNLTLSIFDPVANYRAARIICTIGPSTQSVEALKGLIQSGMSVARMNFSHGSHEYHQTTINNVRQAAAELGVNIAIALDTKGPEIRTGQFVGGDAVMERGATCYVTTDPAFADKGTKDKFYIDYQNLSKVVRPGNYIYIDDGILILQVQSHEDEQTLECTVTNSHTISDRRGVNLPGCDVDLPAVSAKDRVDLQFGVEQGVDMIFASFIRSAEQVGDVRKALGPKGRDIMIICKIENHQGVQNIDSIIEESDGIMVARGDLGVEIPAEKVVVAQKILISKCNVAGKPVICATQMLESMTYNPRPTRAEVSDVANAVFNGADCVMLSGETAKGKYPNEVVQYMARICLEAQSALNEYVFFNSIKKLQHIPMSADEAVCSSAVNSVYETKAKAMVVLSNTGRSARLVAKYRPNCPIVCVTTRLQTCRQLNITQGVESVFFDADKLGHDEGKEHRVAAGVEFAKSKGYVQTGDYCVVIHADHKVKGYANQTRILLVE
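Screened at intermediate enzyme activity to detect both inhibitors and activators: LmPK at 0.1 nM, with a 0.5 nM enzyme column as activation reference. PEP 0.5 mM, ADP 0.1 mM; ATP detected by luminescence after 1 h.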
Shiga toxin inh: Shiga toxin inhibition. hit rate 9.2% among 290,000. inhibition, % at 38.7 µM. Vero cells, Shiga toxin protein synthesis inhibition reporter; in the data active = inhibition mostly above about 28%, no sharp cut-off; inactive = mostly below about 43%; also: 0% is about no effect
AMA1 RON2 block: inhibitors of Plasmodium falciparum AMA1-RON2 interaction | Potency, µM (doses to about 58.2 µM), inactives show at the highest dose activity change, negative = inhibition, most hits filed as inhibitors | AlphaScreen AMA1-biotinylated RON2 peptide binding | AID 720542 | hit rate 0.2% among 360,000;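 also: potency is read from the fitted curve at half-maximal effect; 0% = vehicle wells and -100% = peptide control; nearly all actives have a fitted effect of over 45% in size; some results filed as inactive show a strong effect at the top dose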
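AMA1 (3D7) with his tag at 25 nM final met compounds first, then biotinylated RON2 peptide at 25 nM; detection used donor plus acceptor beads, 10 µg/mL apiece, read by AlphaScreen after 30 min at room temperature.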
TbPYK inhibitor: inhibitors of Trypanosoma brucei pyruvate kinase; Potency, µM (doses to about 76.8 µM), without a hit: top-dose activity, negative = inhibition, hits mostly inhibitors; hit rate 0.12% among 410,000; Q57TT1; TbPYK enzyme, Kinase-Glo Plus ATP luminescence, 45 min; also: potency is read from the fitted curve at half-maximal effect; % is scaled to controls: 0 for no effect and ±100 for the full control effect; nearly all actives have a fitted effect of over 50% in size
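Enzyme and substrate buffer are dispensed first and compound is pin-transferred. ADP at 130 uM final then starts the reaction, which runs 45 min at room temperature. Detection reagent is added for 10 min before luminescence is imaged.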
CHX counter: counter-screen hit for Shiga toxin inhibitors, cycloheximide. cell reporter, cycloheximide protein synthesis inhibition counterscreen. max response, %. hit rate 12% among 300,000. AID 2314; in the data active = max response mostly above about 13%, no sharp cut-off; inactive = mostly below about 14%; also: read at 38.3 µM for the half of the compounds with a filed dose; 0% is about no effect
* = called active by the depositor; ? = inconclusive; . = not tested or not shown; & = joins results of further samples; [ ] = dose if it differs, or a comment. Unless noted, calls follow the shape of the dose curve; as a rule, active = well fitted curve in the direction sought with a large enough effect; inconclusive = small, poorly fitted or top-dose-only effect, or another doubt; inactive = no such curve, though single readings can be large; an effect the other way counts as inactive or inconclusive.

Start of the data: the first 3 records, to show the layout:
entry	structure	CHX counter	LmPK inhibitor	Shiga toxin inh	AMA1 RON2 block	TbPYK inhibitor	Pf growth 96h	Pf growth 48h
1	CCn1c(SCC(=O)Nc2cccc(NC(=O)c3ccco3)c2)nnc1-c1cccs1	36	3%	27	0%	-4%	-20%	?
2	O=Cc1ccc(Oc2cc(-c3ccccc3)nc(-c3ccccc3)n2)cc1	-1	2%	-7	0%	-6%	13µM*	23%
3	CC(NC(=O)COC(=O)/C=C/c1ccc([N+](=O)[O-])cc1)c1ccccc1 (centres undefined)	1	0%	-12	13%	0%	25%	18%

The list itself, previewed entries included:
entry	structure	CHX counter	LmPK inhibitor	Shiga toxin inh	AMA1 RON2 block	TbPYK inhibitor	Pf growth 96h	Pf growth 48h
1	CCn1c(SCC(=O)Nc2cccc(NC(=O)c3ccco3)c2)nnc1-c1cccs1	36	3%	27	0%	-4%	-20%	?
2	O=Cc1ccc(Oc2cc(-c3ccccc3)nc(-c3ccccc3)n2)cc1	-1	2%	-7	0%	-6%	13µM*	23%
3	CC(NC(=O)COC(=O)/C=C/c1ccc([N+](=O)[O-])cc1)c1ccccc1 (centres undefined)	1	0%	-12	13%	0%	25%	18%
4	CS(=O)(=O)N(CC(=O)NCc1ccncc1)Cc1ccc(Cl)cc1	-3	3%	-15	-1%	2%	?	3%
5	COc1ccc(-n2nc(C(N)=O)nc2-c2ccccc2)cc1	2	-5%	9	0%	7%	?	-13%
6	Cc1cccc2[nH]c(CN(C)Cc3nc(CC4CC4)no3)nc12	-2	0%	18	5%	4%	14%	-8%
7	O=C(Nc1ccc(-c2ccc3nncn3n2)cc1)C1CCCC1	22*	-1%	87*	4%	-1%	11%	40%[activator]
8	Cc1ccccc1C(=O)N1CCN(c2ccccn2)CC1	1	3%	-2	0%	-5%	-26%	4%
9	COc1ccc(N(C(C)C(=O)Nc2ccc(S(=O)(=O)N3CCCCC3)cc2)S(C)(=O)=O)cc1 (centres undefined)	-3	-2%	-1	0%	-9%	12%	-16%
10	CCNc1c(NC(=O)c2cccs2)c(=O)oc2ccccc12	2	2%	30*	-10%	13%	-3%	9%
11	COc1ccc(N2CC(C(=O)N[C@H](C(=O)NC3CCCC3)C(C)C)CC2=O)cc1 (some centres undefined)	-5	0%	-4	25%	5%	36%[activator]	-1%
12	O=C(NCc1ccccc1)C(c1ccccn1)N(C(=O)c1csnn1)c1ccccc1F (centres undefined)	-7	0%	14	5%	-7%	20%	69%[activator]
13	O=C(NCCO)C(O)C(O)C(=O)NCCO (centres undefined)	11	-1%	23	11%	-2%	5%	-1%
14	O=C(NCCCn1ccnc1)c1cc2nc(-c3ccc(Br)cc3)cc(C(F)(F)F)n2n1	-5	2%	-15	-6%	-6%	4.1µM*	?
15	O=C(CN(c1ccc(F)cc1)S(=O)(=O)c1ccc2c(c1)OCCO2)Nc1ccc2c(c1)OCO2	2	1%	5	-12%	4%	-3%	?
16	CCOC(=O)N/N=C/c1c(C)nn(-c2ccccc2Cl)c1Cl	27*	-14%	33	11%	-1%	10µM*	?
17	CC(C)C(=O)NC(=S)N(Cc1ccccc1)Cc1ccccc1	1	2%	-5	45%[activator]	-1%	-8%	10%
18	O=C(CCc1nc2ccccc2c(=O)[nH]1)NNC(=O)c1cccc(Cl)c1	.	.	.	64%[activator]	-5%	-3%	-16%
19	CC1=C(C(=O)Nc2ccccc2)C2(CCCCC2)C(C#N)=C(S)N1	-2	-6%	-18	13%	?	10µM*	.
20	C=CCn1c(=S)[nH]c2scc(-c3cccs3)c2c1=O	8	-5%	-5	83%[activator]	-25%	-14%	9%
21	CC(C)c1cccc(C(C)C)c1OCCCCN1CCCC1	-1	-12%	-13	?	4%	-33%	.
22	COc1ccc(CC(=O)Nc2cccc(SC)c2)cc1OC	6	4%	8	8%	-15%	-12%	-4%
23	COc1ccc(C2Oc3ccccc3C3=C2C(c2cccs2)n2ncnc2N3)cc1 (centres undefined)	5	2%	13	8%	3%	.	8.3µM*
24	CN(C)C(=S)Nc1cccc(-c2n[nH]c(=S)o2)c1	-2	-10%	20	11%	-18%	?	-16%
25	CCOC(=O)C1(CCc2ccccc2)CCN(CC(O)CO)CC1 (centres undefined)	-1	0%	5	17%	1%	?	28%
26	NS(=O)(=O)c1ccc(CCNC(=O)c2ccc[nH]c2=S)cc1	-1	-7%	-5	120%[activator]	0%	20%	13%
27	COC(=O)c1c(C)oc(C)c1S(=O)(=O)NCc1cccs1	2	3%	-3	-2%	1%	3%	1%
28	Cc1cc(OCCCCCN2CCCC2)ccc1Cl	11	-4%	-4	-21%	6%	-44%[5.75 µM]	?
29	O=C(NCCN1CCN(Cc2ccccc2)CC1)Nc1cc(Cl)cc(Cl)c1	-1	4%	-13	-8%	0%	?	?
30	O=C(COC(=O)CCC(=O)c1ccc(F)cc1)NCc1ccco1	-3	4%	-13	18%	28%	20%	12%
31	CCc1cc(=O)oc2c3c(cc(OCC(=O)NCc4ccccn4)c12)OC(C)(C)CC3	-1	-5%	-3	-12%	-1%	?	?
32	C=CCNC(=O)NC(=O)COC(=O)CC(NC(N)=O)c1ccc(Cl)cc1 (centres undefined)	-5	-2%	10	11%	39%	23%	2%
33	CCCCNc1c(-c2ccc(SC3CCCCC3)c(OC)c2)nc2ccc(Cl)cn12	.	.	.	0%	3%	2.1µM*	8.3µM*
34	O=c1oc2ccccc2c2nccnc12	-2	-1%	-4	-3%	-3%	21%	15%
35	O=C(NC1CCN(Cc2ccc3ccccc3c2)CC1)c1ccccc1	-4	5%	-12	10%	4%	?	11%[0.00184 µM]
36	O=C(O)CCCc1nc(-c2ccccc2)no1	13	3%	8	0%	-17%	.	4%
37	Cc1ccnc(NC(=O)CCC(=O)N(CC(=O)NCc2ccccc2)c2ccc3c(c2)OCO3)c1	6	1%	-11	2%	?	?	?
38	CC(C)(C)NS(=O)(=O)c1ccc2[nH]c3c(c2c1)CCCCC3	8	-1%	-4	-17%	1%	?	?
39	CC(C)(C)OC(=O)N1CCC(CNC(=O)c2ccc(F)cc2F)CC1	7	-7%	23	14%	0%	-1%	?
40	CCc1ccccc1N1C(=O)[C@@H]2Cc3ccccc3CN2C1=O	10	2%	-4	-6%	-1%	-4%	37%[activator]
41	C=CCSc1nc(O)c(C2OC(=O)c3c2ccc(OC)c3OC)c(=O)n1-c1ccccc1 (centres undefined)	-2	3%	12	0%	1%	23%	3%
42	O=S(=O)(O)c1cc(O)c2c(N=Nc3ccc(Nc4ccccc4)c4c(S(=O)(=O)O)cccc34)cc(S(=O)(=O)O)cc2c1	.	.	.	.	?	?	?
43	CC(=O)NN1C(=O)c2ccc3c4c(ccc(c24)C1=O)C(=O)N(NC(C)=O)C3=O	-5	-2%	-11	-16%	0%	?	?
44	COc1ccc(-c2ccc(SCc3ccccn3)nn2)cc1OC	29*	2%	35	20%	11%	2.6µM*	3%
45	CCOc1ccccc1NC(=O)N1CCCC1C(=O)Nc1ccc(NC(C)=O)cc1 (centres undefined)	-3	-2%	-13	?	3%	-10%[5.75 µM]	3%
46	COc1ccc(NC(=O)C2CCCN(c3cnccn3)C2)c(OC)c1 (centres undefined)	-2	0%	7	2%	-3%&2%	9%	23%
47	COc1ccccc1N1CCN(Cc2nc(-c3ccc(F)cc3)oc2C)CC1	6	9%	14	-13%	5%	?	?
48	COC(=O)CC1C(=O)NCCN1C(=O)CSc1nc2ccccc2o1 (centres undefined)	-2	5%	17	20%	1%	-17%	10%
49	CC(C)(C)NC(=O)C(c1cccs1)N(C(=O)C(=O)NC1CCCC1)c1ccccc1F (centres undefined)	9	2%	16	-6%	3%	-29%	148%[activator]
50	COc1ccc(NS(=O)(=O)c2ccc(NC(=O)c3cnn4c(C(F)F)cc(-c5ccc(C)cc5)nc34)cc2)cc1	-3	0%	-15	.	.	0.83µM*	?
51	COCCNC(=O)c1cc(-c2cccnc2)nc2ccc(Br)cc12	-1	2%	-10	-15%	.	22%	.
52	CC(=O)N1CCOc2cc(S(=O)(=O)Nc3c(C)cccc3C(C)C)c(Cl)cc21	.	.	.	.	-10%	5.2µM*	8.3µM*
53	COc1cc2c(cc1OC)CN(C(=O)/C=C/c1ccc([N+](=O)[O-])cc1)CC2	-3	-7%	3	-11%	-2%	-12%	-1%
54	O=C1CCCN1CN(C(=O)c1ccccc1)c1ccc(F)cc1	0	-2%	-15	0%	2%	34%[activator]	15%
55	CC(C)(C)C(=O)CN1C(=O)C2(OCCO2)c2ccccc21	23	0%	-5	-5%	-5%	.	22%
56	CN(C)C=Nc1nonc1N	-1	-8%	-1	15%	0%	.	39%[activator]
57	O=C(Cn1ncc2c1-c1ccccc1OC2)Nc1nc2ccccc2s1	-2	9%	-6	-21%	-7%	1%	.
58	CC(=O)N1c2ccccc2Nc2ccccc21	0	-1%	-6	5%	-4%	17%	22%
59	Nc1cc(N)nc(SCC(=O)Nc2ccc3c(c2)OCO3)n1	6	1%	-1	1%	-2%	-6%	4%
60	CS(=O)(=O)c1ccc2nc(NC(=O)c3cc(-c4ccccc4)nn3-c3ccccc3)sc2c1	11	2%	-33	59%[activator]	2%	?	3%

Other results follow:
entry	structure	CHX counter	LmPK inhibitor	Shiga toxin inh	AMA1 RON2 block	TbPYK inhibitor	Pf growth 96h	Pf growth 48h
61	O=C(CSc1ccccc1F)NCCCN1CCCC1=O	.	.	.	14%	2%	19%	16%
62	COc1cc(NC(=O)Cc2cccs2)ccc1-n1cnnn1	-4	-2%	-5	19%	-2%	.	5%
63	O=C(Nc1nnc(SCc2ccccc2F)s1)C1=COCCO1	57*	0%	116*	-4%	-3%	37%[activator]	21%
64	CCN(CC)c1ccc(C=Nc2ccc(OC)c(S(=O)(=O)N3CCOCC3)c2)c(O)c1	.	.	.	-4%	-10%	-25%	11%
65	c1cncc(C2Nc3cccc4cccc(c34)N2)c1	-4&-3	-14%&-10%	-11&-7	-6%	0%	?	?
66	COc1ccc(OC)c(-c2csc(CCn3nc(C)cc3C)n2)c1	3	2%	-6	-6%	1%	-2%	-10%
67	CCc1noc(C)c1C(=O)Nc1nnc(CC(C)C)s1	.	.	.	-3%	-2%	3%	-24%
68	CCCCC1CCC(C(=O)NCC(c2ccco2)N2CCOCC2)CC1 (centres undefined)	13	2%	-4	.	.	-7%	-14%
69	C1=C(c2ccccc2)Nc2nnnn2C1c1cccs1 (centres undefined)	16*	3%	69*	7%	-2%	-4%	50%[activator]
70	Cc1ccc(C)c(OCC(=O)Nc2ccc(C(=O)O)cc2NC(=O)COc2cc(C)ccc2C)c1	4	3%	21	0%	-19%	8%	33%[activator]
71	Nc1nonc1-n1nnc(C(=O)N/N=C/c2ccccc2Cl)c1-c1ccccc1	-5	3%	-6	12%	9%	64%[activator]	8%
72	CC1(C)CC(=S)Nc2ccccc2S1	8	3%	14	63%[activator]	2%	-30%	-26%
73	COc1ccc(CCNS(=O)(=O)c2ccc3oc(C(=O)O)c(C)c3c2)cc1OC	-5	5%	3	4%	-5%	65%[activator]	?
74	O=C(Nc1ccc(S(=O)(=O)Nc2ccccn2)cc1)c1ccc(Cl)cc1Cl	-7	5%	-1	13%	3%	82%[activator]	?
75	Cc1cc(N2CCCCC2)nc(N)n1	-1	-2%	10	0%	-8%	?	?
